Bioassay records (PubChem)
hIAP inh: human IAP inhibitors, primary screen, biochemical, luminescence, uHTS | AID 2544, 2010 | inhibition, % at 10 µM | 330,000 tested, 0.12% active | Intestinal-type alkaline phosphatase (Homo sapiens), P09923 | purified IAP, CDP-Star luminescence, 30 min;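 active = inhibition reaching a set limit with compound at 10 µM in the primary screen, cut at about 35% in these data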;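 note: plate controls were DMSO wells with enzyme for no effect and no-enzyme buffer wells for full effect; values of inactives mirror those of a sister screen read the other way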
ATG4B inhibitor: ATG4B protease inhibitors, primary screen, biochemical, fluorescence, uHTS; Cysteine protease ATG4B (Homo sapiens), Q9Y4P1; ATG4B cleavage of LC3-PLA2, NBD-HPC fluorescence, 1 h; inhibition, % at 8.33 µM; 340,000 tested, 0.51% active; in the data active = inhibition above about 40%
hIAP act: human IAP activators, primary screen, biochemical, luminescence, uHTS. Intestinal-type alkaline phosphatase (Homo sapiens), P09923. activation factor at 10 µM. purified human IAP, CDP-Star luminescence, 30 min; stronger effect = higher value; 1 = vehicle-only enzyme, 0 = enzyme-free background. 330,000 tested, 0.16% active;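 active = activation factor of the enzyme at least 2-fold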; note: the source names both 10 and 20 µM as test concentration; values of inactives mirror those of a sister screen read the other way
mIAP block: inhibitors of mouse IAP, primary screen, biochemical, luminescence, uHTS | intestinal alkaline phosphatase [Mus musculus] | purified mouse IAP, CDP-Star luminescence, 30 min | inhibition, % at 10 µM | 330,000 tested, 0.2% active | AID 2806, 2010;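 active = inhibition of at least 40% at 10 µM in the primary screen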;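 note: plate controls were DMSO with enzyme for no effect and no enzyme wells for full effect; values of inactives mirror those of a sister screen read the other way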
mIAP activ: activators of mouse IAP, primary screen, biochemical, luminescence, uHTS; intestinal alkaline phosphatase [Mus musculus]; muIAP, CDP-Star luminescence, 30 min; stronger effect = higher value; 1 = vehicle-only enzyme signal, 0 = enzyme-free wells; activation factor at 10 µM; 330,000 tested, 0.24% active;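 active = activation factor of at least 2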; note: the source names both 10 and 20 µM as test concentration; values of inactives mirror those of a sister screen read the other way
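System: Mouse IAP enzyme | Also added: CDP-Star substrate | Dosing: Compounds dispensed in DMSO | Schedule: 30 min enzyme-substrate-compound incubation at room temperature | Technique: Chemiluminescence readout | Control set: DMSO-only wells and no-enzyme negative control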
HKDC1 inh: HKDC1 hexokinase inhibitors, primary screen, biochemical, fluorescence, uHTS; recombinant HKDC1, G6PDH/diaphorase resazurin coupled fluorescence; AID 493160, 2011; inhibition, % at 20 µM; 340,000 tested, 0.16% active;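 active = inhibition above about 35% when tested at 20 µM, limit read from the data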;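 note: plate controls were DMSO wells with enzyme for no effect and DMSO wells lacking enzyme for full effect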
Target sequence (Q2TB90 whole entry, looked up): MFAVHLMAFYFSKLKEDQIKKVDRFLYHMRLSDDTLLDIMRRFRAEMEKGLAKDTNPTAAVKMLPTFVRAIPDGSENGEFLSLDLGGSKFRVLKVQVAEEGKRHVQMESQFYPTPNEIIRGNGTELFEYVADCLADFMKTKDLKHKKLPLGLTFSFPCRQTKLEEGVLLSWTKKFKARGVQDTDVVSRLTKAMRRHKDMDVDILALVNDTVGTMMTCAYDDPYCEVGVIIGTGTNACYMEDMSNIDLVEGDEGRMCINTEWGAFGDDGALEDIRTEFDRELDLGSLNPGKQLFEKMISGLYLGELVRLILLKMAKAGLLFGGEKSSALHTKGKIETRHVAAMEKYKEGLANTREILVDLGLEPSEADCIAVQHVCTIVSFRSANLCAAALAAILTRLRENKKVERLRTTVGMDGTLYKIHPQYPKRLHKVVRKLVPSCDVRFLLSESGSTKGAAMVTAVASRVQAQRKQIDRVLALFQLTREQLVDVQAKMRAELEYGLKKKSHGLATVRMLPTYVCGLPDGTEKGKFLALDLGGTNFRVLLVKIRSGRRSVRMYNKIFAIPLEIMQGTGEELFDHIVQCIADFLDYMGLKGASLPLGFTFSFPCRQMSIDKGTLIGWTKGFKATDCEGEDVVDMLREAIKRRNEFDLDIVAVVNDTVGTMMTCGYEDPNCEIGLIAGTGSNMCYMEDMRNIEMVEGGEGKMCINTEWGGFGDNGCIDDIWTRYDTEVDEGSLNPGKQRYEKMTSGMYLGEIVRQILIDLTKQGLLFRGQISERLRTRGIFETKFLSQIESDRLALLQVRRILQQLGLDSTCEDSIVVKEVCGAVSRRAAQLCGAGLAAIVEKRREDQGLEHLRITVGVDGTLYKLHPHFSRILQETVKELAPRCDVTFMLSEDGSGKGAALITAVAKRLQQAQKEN
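System: Recombinant HKDC1 hexokinase | Amount: HKDC1 at 5 µg/mL | Reagent: Glucose with 1 mM ATP | Doses: Single 20 µM dose | Incubation: Reaction time 90 min, room temperature, protected from light | Signal: Coupled resazurin fluorescence, excitation 525 nm, emission 613 nm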
A3A deaminase: APOBEC3A ssDNA deaminase inhibitors, primary screen, selectivity assay for APOBEC3G inhibitor project, biochemical, FAM/TAMRA oligo cleavage fluorescence | recombinant A3A, FAM/TAMRA ssDNA deamination fluorescence | DNA dC->dU-editing enzyme APOBEC-3A (Homo sapiens), P31941 | inhibition, % at 20 µM | 330,000 tested, 0.41% active;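 active = at least 40% inhibition at 20 µM here, with at most 30% in a related deaminase screen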;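 note: plate controls were A3A with DMSO for no effect and wells lacking A3A enzyme for full effect; some results filed as inactive read as strong as hits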
Target sequence (P31941 whole entry, looked up): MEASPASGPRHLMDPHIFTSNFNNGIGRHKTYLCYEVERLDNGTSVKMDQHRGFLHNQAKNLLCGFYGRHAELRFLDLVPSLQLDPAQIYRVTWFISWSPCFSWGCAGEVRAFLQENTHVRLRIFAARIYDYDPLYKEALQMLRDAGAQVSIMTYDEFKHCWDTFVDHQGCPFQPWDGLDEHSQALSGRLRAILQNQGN
PfGluPho inh: PfG6PD enzyme inhibitors, primary screen, biochemical, fluorescence intensity, uHTS. AID 504690, 2011. PfGluPho enzyme, NADPH resazurin-diaphorase fluorescence. 350,000 tested, 0.78% active. inhibition, % at 20 µM;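 active = inhibition reaching at least a set limit at 20 µM in the primary screen, cut at about 59% in these data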;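 note: 0% = DMSO wells with substrate and 100% = DMSO wells lacking glucose-6-phosphate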
Numbers without * were called inactive; / = not tested or not shown.

SMILES	hIAP inh	ATG4B inhibitor	hIAP act	mIAP block	mIAP activ	HKDC1 inh	A3A deaminase	PfGluPho inh
O=C(Nc1nnc(-c2cccnc2)s1)c1cccs1	6	7	0.94	7	0.93	12	0	-32
Cc1cc(C(=O)NCCC2=CCCCC2)ccc1[N+](=O)[O-]	8	-7	0.92	0	1	-2	-4	9
Clc1ccccc1-c1ncnc2ccc(Br)cc12	20	-1	0.8	-4	1	19	2	-6
Cc1cc2c(c(C)c1Br)C(c1ccc3c(c1)OCO3)CC(=O)O2 (stereo not given)	/	1	/	6	0.94	8	6	25
CCOC(=O)N1CCC(NC(=O)c2cc(S(=O)(=O)NCCc3ccccc3)ccc2F)CC1	-4	-11	1	-4	1	-4	0	29
O=C(Nc1ccc(S(=O)(=O)N2CCCC2)cc1)c1ccc([N+](=O)[O-])cc1	11	-2	0.89	-2	1	-2	-2	-3
Cc1ccc2cc(CCNC(=O)c3c(-c4ccccc4Cl)noc3C)c(=O)[nH]c2c1	2	-9	0.98	-16	1.2	-5	2	-1
NS(=O)(=O)c1ccc(CCNC(=O)COC(=O)CCN2C(=O)C3CC=CCC3C2=O)cc1 (stereo not given)	9	2	0.91	2	0.98	-6	6	-6
Cc1cc(O)c(/C=N/Nc2ccccc2)c(=O)o1	-16	1	1.2	-10	1.1	-4	-7	4
Cn1ccnc1-c1nnn(-c2ccc(Cl)c(Cl)c2)n1	1	6	0.99	0	1	0	-5	-10
Cc1cc(=O)oc2c(C)c(OCC(=O)N3CCN(c4cccc(Cl)c4)CC3)ccc12	-21	-4	1.2	6	0.94	5	-4	-12
Cc1ccsc1C(=O)NN=C1CCCCCC1	-6	2	1.1	-7	1.1	-3	0	2
CCOC(=O)C1(CC2CC2)CCN(Cc2ccc(C(=O)OC)cc2)CC1	0	-9	1	-9	1.1	-10	7	1
Cn1c(=O)c2c(nc(CN3CCN(C(=O)c4ccco4)CC3)n2CCCc2ccccc2)n(C)c1=O	2	-7	0.98	0	1	-2	-2	12
Cc1ccccc1NC(=O)NC1CCCCCCC1	-13	2	1.1	-9	1.1	-9	-1	-6
O=C(COC(=O)c1cccs1)NC12CC3CC(CC(C3)C1)C2	4	-2	0.96	5	0.95	-9	-4	-2
O=C(CCc1ccc(S(=O)(=O)N2CCOCC2)cc1)OCC(=O)c1ccccc1	-8	-5	1.1	6	0.94	-6	1	2
COc1cccc(CNc2ccccn2)c1O	7	3	0.93	-2	1	-4	-2	-3
COc1ccc(C(=O)N2CCSC2=S)cc1OC	-13	-1	1.1	-13	1.1	-3	1	-10
CCn1c(SCC(=O)Nc2cccc(OC)c2)nc2c(c1=O)SCC2	1	-5	0.99	-4	1	7	2	6
O=C(Cn1ccsc1=NC(=O)c1ccco1)c1ccccc1	15	-1	0.85	14	0.86	1	1	-11
O=C(COC(=O)C1c2ccccc2Oc2ccccc21)Nc1ccc2c(c1)OCO2	-14	7	1.1	2	0.98	1	3	17
CCC(=O)c1ccc(OCC(=O)N2CCN(c3ccccn3)CC2)cc1	12	-4	0.88	8	0.93	3	-6	0
COC(=O)c1c(NC(=O)CSc2nncs2)sc2c1CCCCC2	14	-14	0.86	3	0.97	13	-2	3
CCCCc1sc(-c2c(C#N)c(N)nc3c2CCCCC3)cc1[N+](=O)[O-]	17	17	0.83	7	0.93	-1	-2	-1
CC1(c2ccc([N+](=O)[O-])cc2)Nc2ccccc2S1 (stereo not given)	22	-10	0.78	8	0.92	5	0	72*
COc1cc(O)c(C(CC(=O)N2CCCC2)c2ccc3c(c2)OCO3)c(OC)c1 (stereo not given)	5	-3	0.95	-6	1.1	-3	0	-6
O=C(CC12CC3CC(CC(C3)C1)C2)N1CCN(S(=O)(=O)c2cccs2)CC1	1	-2	0.99	4	0.96	-14	1	5
Cc1ccnc(N(C(=O)Nc2ccccc2)C2=NCC(C)(C)S2)c1	-8	-11	1.1	7	0.93	-2	-1	8
CC(=O)Oc1ccc(C(=O)[C@H]2[C@H]3C(=O)N(c4ccc(C)cc4)C(=O)[C@H]3[C@@H]3C=CC=NN32)cc1	19	-8	0.81	17	0.83	17	1	1
O=c1c(Cl)c(NS(=O)(=O)c2ccccc2)cnn1-c1ccccc1	-10	-5	1.1	-9	1.1	3	4	3
O=C(/C=C/c1ccc(Br)cc1)NC(=S)N1CCOCC1	7	-7	0.93	2	0.98	-9	-3	1
Cc1ccc(/C=C2/NC(=O)N(Cc3ccccc3F)C2=O)s1	-7	3	1.1	18	0.82	-8	-1	-7
Cc1ccc(CSc2nnc(-c3cccc(S(=O)(=O)N4CCOCC4)c3)n2C2CCCC2)cc1	5	-13	0.95	1	0.99	4	-2	10
Cc1cc(NC(=O)C(C)SCC(=O)N(C)CC(=O)Nc2ccccc2Br)no1 (stereo not given)	-5	3	1	-2	1	-6	2	-13
CCOCc1nnc(NC(=O)c2ccc(OC)cc2)s1	3	-6	0.97	10	0.9	5	1	-25
O=C(COC(=O)CNC(=O)c1ccccc1F)NC12CC3CC(CC(C3)C1)C2	-2	3	1	1	0.99	0	-1	-13
O=C(O)Cn1nnc(-c2ccc(OCc3ccccc3Cl)cc2)n1	-2	10	1	7	0.93	0	-3	-24
Cc1cc(C)cc(Nc2ccc3nonc3c2[N+](=O)[O-])c1	-6	-4	1.1	17	0.83	-5	-6	5
COc1ccc(S(=O)(=O)Nc2cc3c4c(oc3c3ccccc23)CC(C)(C)CC4=O)cc1	-4	10	1	6	0.94	15	-1	4
Cc1ccc(C)c(N2C(=O)CC(N3CCN(Cc4ccc5c(c4)OCO5)CC3)C2=O)c1 (stereo not given)	-14	-3	1.1	-4	1	-6	-3	-9
Cc1ccc(NC(=O)c2cc(=O)n(Cc3ccccc3)c(=O)[nH]2)cc1C	-16	2	1.2	8	0.92	-10	-2	-15
COc1ccccc1C1=CC(=O)C[C@H](c2ccc(Cl)cc2)C1	-9	1	1.1	9	0.91	5	1	8
Cc1nn(C)c(C)c1Nc1ccc(N2C(=O)C3CC=CCC3C2=O)cc1[N+](=O)[O-] (stereo not given)	-1	7	1	8	0.92	-3	3	2
O=C(OCC(=O)c1ccc[nH]1)c1cncc(Br)c1	-2	-4	1	4	0.96	1	1	0
CC(=NCCc1c(C)[nH]c2ccc(C)cc12)C1=C(O)CC(c2ccccc2)CC1=O (stereo not given)	-2	18	1	-2	1	19	0	-6
O=C(CN1C(=O)c2ccccc2S1(=O)=O)NCc1cccs1	45*	-8	0.55	1	0.99	0	9	-5
COCCSc1nc(N)c(NC(=O)c2ccco2)c(=O)[nH]1	20	1	0.8	5	0.95	3	-2	-5
COC(=O)C(CC(=O)c1ccc(Br)cc1)n1cccn1 (stereo not given)	-4	-8	1	-3	1	-1	-6	1
O=C1C=C(c2ccc(Cl)cc2)OC2(CCCC2)O1	-3	1	1	2	0.98	3	-3	-5
(next part)
SMILES	hIAP inh	ATG4B inhibitor	hIAP act	mIAP block	mIAP activ	HKDC1 inh	A3A deaminase	PfGluPho inh
FC(F)(F)c1cc(C(F)(F)F)n2nc(-c3sccc3-n3cccc3)cc2n1	-9	-6	1.1	12	0.88	16	1	-8
CCCc1nnc(NC(=O)CCC(=O)Nc2ccc(Br)cc2)s1	6	4	0.94	4	0.95	-4	-7	7
Fc1ccc(-c2csc(N3CCOCC3)n2)cc1	-2	3	1	8	0.92	0	2	-2
C/C(=N\NC(=O)c1ccc(O)cc1)c1cc2ccccc2o1	1	-8	0.99	-19	1.2	2	-11	7
CC(C)C(NC(=O)c1ccccc1)C(=O)OCC(=O)N1CCCCC1 (stereo not given)	0	4	1	-2	1	-7	-2	-6
O=c1c2ccccc2[nH]c(=S)n1CCCN1CCN(C2CCCCC2)CC1	-7	-11	1.1	-10	1.1	-3	-7	10
O=C(NCc1ccc2c(c1)OCO2)c1ccccc1	-2	3	1	5	0.95	8	11	-25
CN1CCN(S(=O)(=O)NC[C@H]2O[C@@H](n3cnc4c(N)ncnc43)[C@H](O)[C@@H]2O)CC1	/	3	/	-16	1.1	-1	2	8
COCCN1CCN(Cc2cn(C)nc2-c2ccc(Oc3ccccc3)cc2)CC1	-4	-9	1	7	0.93	-3	1	15
O=C(/C=C\c1ccco1)Nc1nc(-c2ccc3ccccc3c2)cs1	5	27	0.95	12	0.88	8	0	-7
COc1ccc(C(=O)COC(=O)[C@H](C)Nc2ccc(C(F)(F)F)cc2[N+](=O)[O-])c(OC)c1	-44	-3	1.4	16	0.84	0	16	9
Cc1ccc(S(=O)(=O)N(C)C)cc1NC(=O)COc1ccc(-c2nnco2)cc1	-10	-5	1.1	-4	1	-5	0	10
COc1cc2c(cc1OC)C(C)N(C(=O)c1cc(Cl)nc(Cl)c1)CC2 (stereo not given)	-9	1	1.1	6	0.94	-6	-1	-8
O=C(Cn1c(CO)nc2ccccc21)Nc1cc(C(F)(F)F)ccc1N1CCOCC1	-1	-2	1	-9	1.1	-2	0	-6
Cc1ccc(NC(=O)CSCC(=O)N(C)CCOc2ccc(Cl)cc2)cc1	-10	-15	1.1	2	0.98	0	1	8
O=C(CNC(=O)c1cccc(F)c1)OCCOc1cccc(Cl)c1	0	-2	1	-3	1	-2	2	7
COC(=O)C1CC(c2ccc(Cl)cc2)=NO1 (stereo not given)	-6	0	1.1	5	0.95	-9	-3	2
CCC1CSC(Nc2ccc(C(=O)/C=C/c3ccc(Br)cc3)cc2)=N1 (stereo not given)	-54	-6	1.5	0	1	5	3	8
CCOC(=O)N1CCN(C(=O)/C(=C/c2ccc(N(C)C)cc2)NC(=O)c2ccccc2)CC1	8	-3	0.93	14	0.86	-4	-2	9
COc1ccccc1N1CCN(C(=O)CN(C)S(=O)(=O)c2ccc3c(c2)c(=O)n(C)c(=O)n3C)CC1	28	-4	0.72	-9	1.1	-6	-3	2
CCCn1c2ccccc2c2cnn(CC(=O)NCCN(C)C)c(=O)c21	-6	-11	1.1	-10	1.1	0	0	1
CCOC(=O)CSc1nc(COc2ccccc2)nc2ccccc12	19	5	0.81	9	0.91	-10	2	-9
O=C(Cn1ncc2c([nH]c3ccccc32)c1=O)N1CCN(c2ccccn2)CC1	2	1	0.98	-5	1.1	-5	0	-14

5 records picked at random from those above:
SMILES	hIAP inh	ATG4B inhibitor	hIAP act	mIAP block	mIAP activ	HKDC1 inh	A3A deaminase	PfGluPho inh
O=C(Cn1c(CO)nc2ccccc21)Nc1cc(C(F)(F)F)ccc1N1CCOCC1	-1	-2	1	-9	1.1	-2	0	-6
CCC1CSC(Nc2ccc(C(=O)/C=C/c3ccc(Br)cc3)cc2)=N1 (stereo not given)	-54	-6	1.5	0	1	5	3	8
Cc1ccc(NC(=O)CSCC(=O)N(C)CCOc2ccc(Cl)cc2)cc1	-10	-15	1.1	2	0.98	0	1	8
O=C(CNC(=O)c1cccc(F)c1)OCCOc1cccc(Cl)c1	0	-2	1	-3	1	-2	2	7
O=C(Cn1ncc2c([nH]c3ccccc32)c1=O)N1CCN(c2ccccn2)CC1	2	1	0.98	-5	1.1	-5	0	-14
